CD40 NFkB inh: CD40 pathway inhibition in BL2 cells | BL2 NF-kB luciferase reporter, CD40L-induced, 4 h | inhibition, % at 10 µM | 83,000 tested, 0.94% active;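 active means mean inhibition of at least 50% with a set share of replicates also reaching that level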;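 further: 0% = neutral control wells and 100% = IKK inhibitor VII at 50 µM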
Active calls of the source: *; & = joins results of further samples; [ ] = another dose, or the depositor's remark. These rows are one share of the data, so the mix of outcomes need not match the whole.

SMILES | CD40 NFkB inh
CC(C(=O)Nc1ccc(S(=O)(=O)N2CCCC2)cc1)N1CCCC(C(N)=O)C1 (stereo not drawn) | 5.0
Cc1csc(C(=O)NN)c1N(C)C | -7.7
COc1ccccc1NC(=O)c1ccc(NC(=O)COC(=O)C2CCCO2)cc1 (stereo not drawn) | 6.2
CCN(CC(=O)Nc1c(F)cccc1F)C(=O)c1ccc(N2C(=O)c3ccccc3C2=O)cc1 | -1.4
O=C(c1cc(Cl)ccc1O)N1CCN(S(=O)(=O)Cc2ccccc2)CC1 | 9.3
CN1[C@H](C(=O)NCc2ccncc2)[C@@H](CO)[C@@H]2Cn3c(ccc(-c4ccccc4F)c3=O)[C@@H]21 | -16.6[25 µM]
COc1ccc(N(Cc2cc3ccccc3[nH]c2=O)C(=O)C2CCCO2)cc1 (stereo not drawn) | -11.3
COCCn1c(N)c(S(=O)(=O)c2cccs2)c2nc3ccccc3nc21 | 4.4
COc1ccc(CC(NC(C)=O)C(=O)NC2CCN(C(=O)c3ccc(OC)c(OC)c3)CC2)cc1OC (stereo not drawn) | 2.9
CN(C)CC(=O)N[C@H]1CC[C@H](CCn2cc(C3CCCC3)nn2)O[C@H]1CO | -6.1
CN(C)C(=O)c1ccc(-c2ccc(C3[C@H]4CNC[C@@H]3N4S(=O)(=O)c3ccccc3F)cc2)cc1 (stereo partly drawn) | -8.8
O=C(O)c1cccc(N2CCCCS2(=O)=O)c1 | 18.3
O=C(O/N=C(/c1ccccc1)c1ccncc1)c1ccccc1[N+](=O)[O-] | 12.1
O=C(C[C@H]1CC[C@H]2[C@@H](COC[C@H](O)CN2CC2CCCCC2)O1)NCC1CC1 | -3.4
COc1ccc(CC(=O)Nc2cccc3ncccc23)cc1OC | 7.1
CC(C)C1Cc2[nH]c(=O)c(C(=O)O)cc2CO1 (stereo not drawn) | 17.6
Cc1ccccc1CSc1nnc(NC(=O)C2COc3ccccc3O2)s1 (stereo not drawn) | -5.7
O=C1CN(C(=O)COC(=O)CCCOc2ccccc2)c2ccccc2N1 | 8.8
COc1ccc(C#Cc2ccc3c(c2)[C@@H]2[C@@H](CCN2C(=O)C2CCOCC2)[C@@H](CO)N3)cc1 | -1.5[25 µM]
O=C(C[C@H]1C[C@@H]2c3cc(NC(=O)c4ccc5c(c4)OCO5)ccc3O[C@@H]2[C@H](CO)O1)NC1CCCCC1 | 5.3[25 µM]
CCN(CC(=O)NC1CCS(=O)(=O)C1)C(=O)C(c1ccccc1)c1ccccc1 (stereo not drawn) | 2.4
COC(=O)c1cc(S(=O)(=O)N(C)C2CCCCC2)cn1C | 5.9
CCN(CC(=O)NC1CCS(=O)(=O)C1)S(=O)(=O)c1cc(C)ccc1C (stereo not drawn) | 0.5
Cc1cc(NC(=O)C2CC(c3ccc(F)cc3)=NO2)n(-c2ccccc2)n1 (stereo not drawn) | 16.6
CO[C@@H]1CN(C)C(=O)c2cc(NC(=O)c3ccc(Oc4ccccc4)cc3)ccc2OC[C@@H](C)NC[C@@H]1C | -0.5[25 µM]
COc1ccc2c(c1)Cc1sc(NC(=O)c3cccnc3)nc1-2 | -29.5
Cn1c2nc(=O)[nH]c(=O)c-2cc2ccccc21 | -2.9
Cc1noc(C)c1CC(=O)NC1CC(C)(C)Cc2c1cnn2-c1ccccc1 (stereo not drawn) | 9.7
CCOC(=O)c1c(NC(=O)COC(=O)CCCOc2ccc(OC)cc2)sc(C(=O)NC)c1C | -13.1
COc1cccc(/C=N/NC(=O)N/N=C/c2cccc(OC)c2O)c1O | -58.9
CCOc1ccccc1OC(=O)c1cc2ccccc2oc1=O | -5.6
O=C(Cn1c(=O)n(Cc2ccc(F)cc2)c(=O)c2ccccc21)NCC1CCCO1 (stereo not drawn) | 3.2
COc1cccc(S(=O)(=O)N2CC[C@H]3[C@H](CO)Nc4ccc(C#Cc5ccccc5)cc4[C@H]32)c1 | -1.3
O=C1c2ccccc2C(O)(c2ncc[nH]2)N1CCc1ccccc1 (stereo not drawn) | 2.3
COc1ccc(NC(=O)c2cccnc2NCCc2ccccc2)cc1 | -5.8
COc1ccccc1CCC(=O)OCC(=O)Nc1ccc(C)c(S(=O)(=O)N2CCCCC2)c1 | 12.8
CC(=O)N(C)C[C@@H]1OCc2ccccc2-c2ccccc2C(=O)N([C@H](C)CO)C[C@H]1C | -11.7[25 µM]
NS(=O)(=O)c1ccc(N2CCN(C(=O)c3ccco3)CC2)nc1 | 7.7
COc1ccc(CCNC(=O)/C=C/C(=O)O)cc1 | 1.1
COc1ccc(S(=O)(=O)N2CCN(C)CC2c2ccccc2)cc1OC (stereo not drawn) | 0.7
O=C1c2ccccc2-c2cccc(C(=O)N3CCCCC3)c21 | 18.1
CCCNC(=O)Nc1ccccc1SC | -10.2
COc1cccc(NC(=O)CN(C)C(=O)C2CCN(C(=O)c3ccccc3C)CC2)c1 | -5.6
CN(C)c1ccc(/C=N/n2ncc3ccccc32)cc1 | 29.5
CCCCn1c(N)c(N(CC)C(=O)c2ccc(N3CCCC3=O)cc2)c(=O)[nH]c1=O | 1.6
COc1ccc(-c2nn(C)c(=O)c3ccccc23)cc1CNC(=O)CN1CCOCC1 | 1.8
O=C(CN1CCCCCC1)Nc1ccccc1C(=O)Nc1ccccc1 | 1.3
O=C(C[C@H]1C[C@H]2c3cc(NC(=O)c4cccnc4)ccc3O[C@H]2[C@@H](CO)O1)NC1CCCCC1 | -1.5[25 µM]
O=C(Nc1ccc(F)cc1)N1CCCCN2[C@@H](CO)[C@H](c3ccc(-c4cccc(F)c4)cc3)[C@@H]2C1 | 16.7
CN(C[C@@H]1N[C@H](CO)[C@@H]1c1ccc(-c2cccc(F)c2)cc1)S(C)(=O)=O | 3.2[25 µM]
Cc1onc(-c2ccccc2)c1C(=O)Nc1ccc(S(=O)(=O)N2CCCCC2)cc1 | 7.8
CCC(=O)N1[C@@H]2c3ccc(-c4cccc(F)c4)c(=O)n3C[C@@H]2[C@@H](CO)[C@@H]1C(=O)N1CCCCC1 | 3.7[25 µM]
CCC(=O)N[C@@H]1CC(C(C)(C)NC(=O)CC)CC=C1C (stereo partly drawn) | 6.3
CC1(C)CC(O)(CCNCc2ccc3c(c2)OCO3)CCO1 (stereo not drawn) | -1.1
COc1cc(OC)cc(C(=O)N2CCC(N3CCCCCC3)CC2)c1 | 3.2
COc1cccc(-c2ccc(C3[C@H]4CNC[C@@H]3N4CC3CCOCC3)cc2)c1 (stereo partly drawn) | -3.5&-2.2
COc1ccc(S(=O)(=O)Nc2ccccc2C(=O)NCc2ccco2)cc1 | -28.3
CCOC(=O)N1CCN(Cc2nc3cc(NC(=O)c4ccco4)ccc3n2C)CC1 | -14.5
COc1ccc2[nH]c(C(=O)O)c(NS(=O)(=O)c3ccc(Cl)s3)c2c1 | 4.0
Cc1noc(C)c1C(=O)N(C)C[C@@H]1OCc2ccccc2-c2ccccc2C(=O)N([C@H](C)CO)C[C@H]1C | -12.5[25 µM]

A draw from above in order of SMILES length, ascending.
SMILES | CD40 NFkB inh
CCCNC(=O)Nc1ccccc1SC | -10.2
CN(C)c1ccc(/C=N/n2ncc3ccccc32)cc1 | 29.5
CC1(C)CC(O)(CCNCc2ccc3c(c2)OCO3)CCO1 (stereo not drawn) | -1.1
O=C(CN1CCCCCC1)Nc1ccccc1C(=O)Nc1ccccc1 | 1.3
COc1cccc(NC(=O)CN(C)C(=O)C2CCN(C(=O)c3ccccc3C)CC2)c1 | -5.6
O=C(Nc1ccc(F)cc1)N1CCCCN2[C@@H](CO)[C@H](c3ccc(-c4cccc(F)c4)cc3)[C@@H]2C1 | 16.7
CCC(=O)N1[C@@H]2c3ccc(-c4cccc(F)c4)c(=O)n3C[C@@H]2[C@@H](CO)[C@@H]1C(=O)N1CCCCC1 | 3.7[25 µM]

Next compounds follow.
SMILES | CD40 NFkB inh
C[C@@H]1CN([C@H](C)CO)C(=O)c2cccc(NC(=O)c3ccncc3)c2O[C@H]1CN(C)Cc1ccc2c(c1)OCO2 | 7.0[25 µM]
CC(C)OC(=O)C1C2C=CC3(CN(CC4CCCO4)C(=O)C13)O2 (stereo not drawn) | 1.2
CC(C)[C@H](NC(=O)NC1CCCc2ccccc21)C(=O)O (stereo partly drawn) | 5.0
CN(C(=O)COC(=O)c1c2c(nc3ccccc13)CCCC2)c1c(N)n(Cc2ccccc2)c(=O)[nH]c1=O | 7.6
COc1ccc(N2CCN(C(CNC(=O)C(=O)NC3CCCC3)c3ccco3)CC2)cc1 (stereo not drawn) | 0.4
COc1ccc(-c2cc(C(=O)NCCCN3CCCC3=O)c3ccccc3n2)cc1OC | -6.2
CCOc1ccc(S(=O)(=O)/N=C(/Nc2ccc(C(C)=O)cc2)c2ccccc2)cc1 | -22.9
CC(Nc1ccccc1)c1cccnc1 (stereo not drawn) | -4.4
COCCNC(=O)C[C@@H]1CC[C@H]2[C@@H](COC[C@@H](O)CN2C(=O)c2cc(Cl)cc(Cl)c2)O1 | -0.9[25 µM]
CC1=C(C(=O)OCCOc2ccccc2)C(c2coc3ccccc3c2=O)C2=C(CCCC2=O)N1 (stereo not drawn) | 3.8
COC(=O)[C@@H]1N[C@@H]2c3ccc(C4=CCCCC4)c(=O)n3C[C@@H]2[C@H]1CO | 6.0[25 µM]
CC(=O)N(Cc1cccs1)C1CCOC(C)(C)C1 (stereo not drawn) | 23.9
CCS(=O)(=O)N1[C@H](C#N)[C@@H](c2ccc(-c3cccc(F)c3)cc2)[C@@H]1CO | -13.6[25 µM]
CC(C)(C)c1cc(OC(=O)C2CCCC2)ccc1O | 5.6
Cc1ccc(CNC(=O)COC(=O)c2ccc(S(=O)(=O)N3CCCCCC3)cc2)cc1 | 15.7
Cc1ccc(OC[C@H](O)[C@H](C)NC(C)C)c2c1CCC2 | 0.2
CC(C(=O)N1CCCC1)N1CCN(c2ccccc2O)CC1 (stereo not drawn) | 10.6
CC(C(=O)N1CCc2ccccc21)N(C)CC(=O)Nc1cccc(F)c1 (stereo not drawn) | 0.5
O=S(=O)(Nc1nnc(C2CCCCC2)s1)c1ccc(F)cc1 | 9.1
CCNC(=O)[C@@H]1[C@@H](CO)[C@@H]2Cn3c(ccc(-c4ccccc4F)c3=O)[C@@H]2N1CC1CC1 | 4.5[25 µM]
Cc1ccc(OC(=O)N(C)C[C@H]2OCc3cn(nn3)CCCC(=O)N([C@H](C)CO)C[C@H]2C)cc1 | -4.0
COC(=O)c1ccc(-n2c(C)cc(C(=O)CCl)c2C)cc1 | -3.8
Cc1ccc(NC(=O)CSc2nc3ccccc3c(=O)[nH]2)cc1[N+](=O)[O-] | -2.3
COc1ccc(C(=O)NC2=NCCS2)cc1S(=O)(=O)N1CCCCC1C (stereo not drawn) | -8.9
COc1ccc(CN(C(=O)c2cccs2)c2ccccc2C(=O)O)cc1 | 2.4
O=C(CSc1nccc(=O)[nH]1)NCc1ccc(Cl)cc1 | 19.4
C/C=C/c1ccc([C@H]2[C@@H](CO)N(C(=O)NCCC)[C@H]2CN(C)C(=O)CC)cc1 | 4.4
O=C(Nc1ccc2c(c1)[C@@H]1C[C@@H](CC(=O)N3CCCCC3)O[C@@H](CO)[C@@H]1O2)NC1CCCC1 | 4.6
COCC(=O)N1[C@H](C#N)[C@H](c2ccccc2-c2cccc(C)c2)[C@@H]1CO | -9.1[25 µM]
COCCNCCCOc1ccc(Cl)cc1Br | 6.0
COc1ccc(NC(=O)Nc2ccc3c(c2)[C@@H]2C[C@H](CC(=O)NC4CCCC4)O[C@@H](CO)[C@@H]2O3)cc1 | -1.0
O=C(Cn1nnc(-c2ccccc2)n1)NC1CCS(=O)(=O)C1 (stereo not drawn) | 4.0
C[C@@H]1CCCCO[C@@H](CN(C)C(=O)C2CCCCC2)[C@H](C)CN([C@H](C)CO)C(=O)c2cc(NS(=O)(=O)c3ccccc3)ccc2O1 | 11.2[25 µM]
CC(C)Cn1c(N)c(C(=O)CSc2nncs2)c(=O)n(C)c1=O | 12.5
CCN1CCN(c2ccc(S(=O)(=O)N3CCCCC3)cc2NC(=O)c2sccc2C)CC1 | 5.9
CC(Oc1ccc(Br)cc1)C(=O)N(C)CC(=O)Nc1ccc(N2CCOCC2)cc1 (stereo not drawn) | -0.4
O=C(COc1ccc2c(-c3ccccc3)cc(=O)oc2c1)NC(Cc1c[nH]c2ccccc12)C(=O)O (stereo not drawn) | -4.6
O=C(CCN1CCCCC1)NCC1OCCc2ccccc21 (stereo not drawn) | 6.1
COc1ccc(N2CCN(C(=O)NC(=O)c3ccccc3)CC2)cc1 | 1.4
Cc1cnc(NC(=O)Cc2ccc(S(=O)(=O)N3CCOCC3)s2)s1 | -31.7
Cc1ncc(CO)c(/C=N/NC(=O)c2ccoc2C)c1O | 16.5
O=C(Nc1ccc(SC(F)F)cc1)c1ccc(F)cc1 | -133.8
CS(=O)(=O)N1[C@H](CO)[C@@H](c2ccccc2)C12CN(C(=O)c1ccccc1F)C2 | -19.2[25 µM]
O=C(COC(=O)c1cc(=O)[nH]c2ccccc12)NCc1ccccc1Cl | 3.9
CC(=O)Nc1ccc(C(O)(C(F)(F)F)C(F)(F)F)cc1 | 9.6
CC=Cc1ccc2n(c1=O)C[C@H]1[C@H](CO)[C@@H](C(=O)N(C)C)[C@@H]2N1S(=O)(=O)c1ccccc1C (mixture of isomers) | -5.1[25 µM]
COC(=O)[C@H](C)NC(=O)Nc1ccc(OC(F)(F)F)cc1 | 0.9
CC1(C)NC(=O)N(CCCCOc2ccc3ccccc3c2Cl)C1=O | -70.5
CN(CCN1CCOCC1)C(=O)c1cc(COc2ccc(F)cc2Cl)on1 | -44.4
CCOC(=O)N1CCN(C(=S)NC(=O)c2cccc(OC)c2)CC1 | -2.7
C[C@@H](C(=O)OCn1nnc2ccccc2c1=O)N1C(=O)C2CCCCC2C1=O (stereo partly drawn) | 1.8
CCN(CC)C(=O)Nc1cnc2ccccc2c1 | -38.4

A few values from the entries so far.
CS(=O)(=O)N1[C@H](CO)[C@@H](c2ccccc2)C12CN(C(=O)c1ccccc1F)C2 | CD40 NFkB inh = -19.2[25 µM]
CCN(CC)C(=O)Nc1cnc2ccccc2c1 | CD40 NFkB inh = -38.4
Cc1ncc(CO)c(/C=N/NC(=O)c2ccoc2C)c1O | CD40 NFkB inh = 16.5
COC(=O)[C@H](C)NC(=O)Nc1ccc(OC(F)(F)F)cc1 | CD40 NFkB inh = 0.9
CN(CCN1CCOCC1)C(=O)c1cc(COc2ccc(F)cc2Cl)on1 | CD40 NFkB inh = -44.4
CC1(C)NC(=O)N(CCCCOc2ccc3ccccc3c2Cl)C1=O | CD40 NFkB inh = -70.5

Source: PubChem BioAssay (Broad Institute)
